Rab7 wt modul: modulators of GTP binding to Rab7, primary screen, biochemical, wildtype, multiplex bead flow cytometry. GTP binding activity (percent of control), % at 10 µM. AID 758, 2007. 0.055% of 190,000 active. Rab7 GTPase wild type (dog), Bodipy-FL-GTP binding. GST-Rab7 beads, fluorescent GTP binding; actives lie on both sides; untreated = 100%, excess cold GTP = 0%;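 active means fluorescent GTP binding to Rab7 beads changed by at least 20 points from the 100% baseline, either direction, mostly lower; inconclusive means compound itself probably fluorescent, or too few beads counted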;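 further: median green fluorescence of bound Bodipy-FL-GTP per Rab7 bead population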
GSH bead fluor: compound fluorescence on glutathione beads, profiling panel, artefact control, biophysical, 488/530 nm, flow cytometry | GSH beads flow cytometry, compound fluorescence 488/530 nm; hits give high values | fluorescence (KMESF) at 10 µM | 0.25% of 190,000 active | AID 1776, 2009; in the data active means fluorescence above about 89;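 further: glutathione beads carrying GST-tagged Bcl family fusion proteins plus one bare bead set; values are compound well signal with DMSO vehicle wells as background; inactives centre near 16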
Mcl1-Noxa inh: Mcl-1/Noxa binding inhibitors, primary screen, biochemical, TR-FRET, 1536-well; Induced myeloid leukemia cell differentiation protein Mcl-1 (Homo sapiens), Q07820; TR-FRET Mcl-1/Noxa peptide binding, 2 h; inhibition, % at 21.7 µM; 1.5% of 220,000 active; AID 1022, 2008;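 active means compounds that cut the protein-peptide binding signal by more than 50% relative to plate controls in a single-dose test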;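 further: His-tagged Mcl-1 with rhodamine Noxa BH3 peptide and terbium anti-His antibody; 0% = Mcl-1 plus Noxa peptide wells and 100% = peptide-only wells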
Target sequence (Q07820 whole entry, looked up): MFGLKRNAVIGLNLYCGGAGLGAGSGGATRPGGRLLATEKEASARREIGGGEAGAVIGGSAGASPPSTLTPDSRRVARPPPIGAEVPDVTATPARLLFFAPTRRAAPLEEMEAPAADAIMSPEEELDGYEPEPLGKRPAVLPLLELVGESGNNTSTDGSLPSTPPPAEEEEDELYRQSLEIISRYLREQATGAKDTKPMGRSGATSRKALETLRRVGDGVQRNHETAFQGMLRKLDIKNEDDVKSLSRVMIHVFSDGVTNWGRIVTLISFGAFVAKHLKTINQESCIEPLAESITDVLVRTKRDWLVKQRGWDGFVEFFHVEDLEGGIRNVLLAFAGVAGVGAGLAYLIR
Rac1 wt modul: wildtype Rac1 GTP binding modulators, primary screen, biochemical, GST-Rac1 beads, flow cytometry, multiplex | fluorescent GTP binding; actives lie on both sides; 0 = cold GTP competed, 100 = untreated | AID 757, 2007 | GTP binding activity (% of control), % at 10 µM | 0.27% of 190,000 active;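 active means GTP binding activity at least 20 points away from the 100% control level, either lower or higher; inconclusive means compound flagged as likely green fluorescent, judged across all proteins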
Rac1 mut GTP: GTP binding modulators of activated mutant Rac1, primary screen, biochemical, bead-based flow cytometry, multiplex, fluorescent GTP | AID 764, 2007 | 0.11% of 190,000 active | percent activity (GTP binding), % at 10 µM | GST-Rac1 activated beads; actives lie on both sides; 100% means binding = to untreated wells;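 active means GTP binding at least 20 percentage points away from the 100% baseline, in either direction, so actives lie on both sides; inconclusive means Compound likely fluorescent itself, or too few beads counted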
HRas wt GTP: modulators of GTP binding to HRas wildtype, primary screen, biochemical, bead-based flow cytometry, multiplex; 0.14% of 190,000 active; GTPase HRas (Homo sapiens), P01112; AID 759, 2007; GTP binding activity, % at 10 µM; GST-Ras wt beads, Bodipy-FL-GTP binding; actives lie on both sides;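 active means GTP binding activity at least 20% away from the 100% baseline, either lowered as inhibitor or raised as activator; inconclusive means flagged as likely green fluorescent, judged across all proteins in the well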;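 further: 0% = unlabeled GTP competition control and 100% = no-compound control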
Target sequence (P01112 whole entry, looked up): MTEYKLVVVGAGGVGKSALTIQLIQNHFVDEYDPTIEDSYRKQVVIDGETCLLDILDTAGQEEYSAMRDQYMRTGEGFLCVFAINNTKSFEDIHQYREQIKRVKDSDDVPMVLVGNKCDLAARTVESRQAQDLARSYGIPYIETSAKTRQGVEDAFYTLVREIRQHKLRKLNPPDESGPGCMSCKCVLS
Cdc42 wt: modulators of GTP binding to wildtype Cdc42, primary screen, biochemical, multiplex bead flow cytometry, Bodipy-GTP; GST-Cdc42 beads; actives lie on both sides; percent activity (GTP binding), % at 10 µM; 0.2% of 190,000 active; AID 761, 2007;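 active means percent activity GTP binding at least 20 points away from the 100% baseline, either down as inhibitor or up as activator; inconclusive means compound flagged as likely green fluorescent from well-wide comparison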;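 further: median bead fluorescence of bound Bodipy-FL-GTP at 100 nM; 0% = excess unlabeled GTP control and 100% = no compound control; below 100% means less GTP binding so inhibitor and above means activator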
Target sequence (P60953 whole entry, looked up): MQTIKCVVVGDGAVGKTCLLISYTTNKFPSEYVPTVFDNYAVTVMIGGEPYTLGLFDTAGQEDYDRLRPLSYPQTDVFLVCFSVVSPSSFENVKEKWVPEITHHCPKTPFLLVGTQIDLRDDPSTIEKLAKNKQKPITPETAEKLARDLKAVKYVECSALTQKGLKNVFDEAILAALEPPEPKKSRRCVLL
Rab2 wt GTP: modulators of GTP binding to Rab2A wildtype, primary screen, biochemical, dog, bead-based flow cytometry, multiplex; Ras-related protein Rab-2A (Canis lupus familiaris), P61105; GST-Rab2 wt beads, Bodipy-GTP binding; GTP binding activity, % at 10 µM; 0.19% of 190,000 active; AID 760, 2007;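 active means GTP binding activity at least 20 points away from 100%, either lowered or raised; inconclusive means signal likely due to the compound's own green fluorescence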;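 further: 0% = beads with excess unlabeled GTP and 100% = no-compound control corrected for plate trend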
Pf gametocyte: late stage P. falciparum gametocyte viability inhibitors, primary screen, ATP luminescence, HTS; inhibition, % at 10.9 µM; P. falciparum stage V gametocytes, 24 h; 0.065% of 150,000 active;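 active means inhibition above the mean plus 3 SD of compounds within the control limits, set per campaign, cut at about 38% in these data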;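 further: 0% = DMSO wells and 100% = medium only without gametocytes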
Mcl1-Bid inh: Mcl-1/Bid binding inhibitors, primary screen, biochemical, TR-FRET, 1536-well | Induced myeloid leukemia cell differentiation protein Mcl-1 (Homo sapiens), Q07820 | TR-FRET Mcl-1/Bid-Dy647 peptide binding | inhibition, % at 21.7 µM | 0.97% of 220,000 active;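 active means compounds that cut the binding signal by more than half at the single screening dose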;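 further: His-tagged Mcl-1 with europium anti-His antibody binding Bid BH3 peptide; 0% = Mcl-1 plus peptide wells and 100% = peptide-only wells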
Avidin fluor: green autofluorescence of compounds with avidin beads – biophysical, 488/530 nm, flow cytometry, artefact control, profiling panel; fluorescence (KMESF) at 10 µM; compound fluorescence 488/530 nm; hits give high values; 0.38% of 220,000 active; in the data active means fluorescence above about 47; further: inactives centre near 10
* marks the source's active call; other numbers are inactive results; ? = inconclusive; · = not tested or not shown.

Compound	Pf gametocyte	Rac1 mut GTP	HRas wt GTP	Cdc42 wt	Rab2 wt GTP	Avidin fluor	GSH bead fluor	Mcl1-Bid inh	Rac1 wt modul	Rab7 wt modul	Mcl1-Noxa inh
O=C(c1ccc2nccnc2c1)N1CCN(Cc2ccc3c(c2)OCO3)CC1	11.7	99.0	102.0	103.0	102.0	12	19	-2.6	103.0	99.0	19.2
COc1cccc(NC(=O)COc2ccc3c(c2)CCC3)c1	-17.8	90.0	94.0	93.0	91.0	27	12	-10.8	96.0	97.0	-0.1
Cc1cc(NC(=O)c2cnn3c(C(F)(F)F)cc(-c4ccccc4)nc23)no1	-8.3	103.0	107.0	100.0	103.0	21	15	-13.0	118.0	110.0	2.2
COc1ccccc1N(CC(=O)NC(C)(C)C)C(=O)c1ccc(Cl)nc1	·	101.0	98.0	102.0	98.0	6	11	26.6	100.0	98.0	20.4
O=C(O)C1CCCCC1C(=O)NCCc1ccc(F)cc1 (stereo not given)	-9.0	95.0	95.0	98.0	95.0	6	9	-8.6	93.0	99.0	-6.5
CNC(=O)CSc1nnc(-c2cccc(S(=O)(=O)N3CCOCC3)c2)n1-c1ccc(F)cc1	·	98.0	102.0	100.0	100.0	21	49	-8.1	101.0	103.0	6.8
Cc1oc(C(C)(C)C)cc1C(=O)N1CCCC1C(=O)O (stereo not given)	-46.2	100.0	103.0	103.0	102.0	4	57	-3.4	106.0	102.0	11.8
CC(OC(=O)c1ccccc1NS(=O)(=O)c1cccc(N)c1)C(=O)N(C)Cc1ccccc1 (stereo not given)	-4.5	100.0	101.0	100.0	101.0	8	8	0.8	103.0	98.0	-9.5
CC(C)N(C(=O)Cn1cc(SCC(=O)NCc2ccco2)c2ccccc21)C(C)C	-10.3	?	?	?	?	14	16	-59.3	?	?	12.4
CCN(CC)CCNC(=O)c1ccc(N)cc1	·	99.0	101.0	107.0	102.0	·	18	-9.7	109.0	103.0	22.2
COc1ccc(S(=O)(=O)CCC(=O)NCCc2ccc(S(N)(=O)=O)cc2)cc1	·	98.0	101.0	100.0	101.0	32	25	-8.7	106.0	103.0	2.3
COc1ccc(NC(=O)c2ccccc2F)cc1Cl	·	98.0	98.0	104.0	100.0	7	28	6.0	103.0	98.0	-4.3
O=C(O)c1ccc2c(c1)C(=O)N(CCC1=CCCCC1)C2=O	10.6	95.0	98.0	98.0	98.0	11	20	0.6	98.0	97.0	18.7
Cc1cccc2cc(CN(CCN3CCOCC3)C(=O)NCc3ccccc3)c(=O)[nH]c12	·	97.0	99.0	100.0	98.0	13	25	-20.5	96.0	98.0	-10.9
Cc1cccc(C)c1Nc1nnc(SCC(=O)NCc2ccco2)s1	-17.8	100.0	106.0	106.0	107.0	8	16	-34.5	99.0	97.0	4.4
O=C(COc1ccc(Cl)cc1)NCc1nnc(SCC(=O)Nc2ccc3c(c2)OCCO3)o1	·	100.0	100.0	104.0	99.0	28	26	-11.3	101.0	95.0	-8.2
Cc1ccc(-n2c(CNc3ccc(F)cc3)nnc2SCC(=O)O)cc1	-5.7	96.0	98.0	96.0	99.0	13	11	-57.9	95.0	96.0	7.1
CCCNC(=O)c1[nH]c(C)c(C(=O)OCC)c1C	·	102.0	100.0	106.0	102.0	15	12	1.2	105.0	100.0	16.6
CC(C)=C(NC(=O)c1ccccc1)C(=O)Nc1cccc(C(=O)O)c1	·	99.0	102.0	102.0	102.0	9	9	-8.9	104.0	110.0	-12.8
CNC(=S)N/N=C/c1c(C)nn(-c2cccc(Cl)c2)c1Cl	6.6	98.0	100.0	101.0	101.0	13	12	-0.2	103.0	100.0	4.4
Cn1c2c(c(=O)n(C)c1=O)C(c1cc3c(cc1Br)OCO3)CC(=O)N2 (stereo not given)	·	100.0	102.0	101.0	103.0	7	19	-5.3	106.0	102.0	9.6
Cc1cc(C)n(CCNCc2c(C(=O)N3C[C@@H](C)O[C@@H](C)C3)nc3ccc(Cl)cn23)n1	-18.1	95.0	96.0	94.0	98.0	9	8	-8.1	99.0	101.0	-2.4
N#Cc1cccc(S(=O)(=O)NCC(=O)OCC(=O)c2ccc[nH]2)c1	-20.1	94.0	94.0	95.0	96.0	9	18	-23.4	97.0	93.0	2.1
CN(C)c1ccc(C(=S)N2CCCCCC2)cc1	-5.7	100.0	105.0	104.0	105.0	11	6	-112.9	102.0	107.0	7.8
Cc1cc(O)c(C(C)C)cc1NC(=O)Cn1nc(C)c2ccccc2c1=O	-24.0	100.0	104.0	106.0	105.0	4	55	1.4	104.0	104.0	-1.7
CC(C)=C1SC(N2CCN(c3ccc(Cl)cc3)CC2)=NC1=O	-29.0	94.0	93.0	94.0	95.0	10	8	-14.6	94.0	93.0	5.9
S=C(Nc1ccc2nccnc2c1)N1CCCC1	·	96.0	96.0	100.0	97.0	11	49	-17.5	101.0	98.0	8.8
CCOC(=O)N1CCN(CC(O)COCc2ccc(Cl)cc2)CC1 (stereo not given)	-30.7	93.0	96.0	95.0	93.0	38	11	-1.5	93.0	93.0	13.3
CCc1cccc(NC(=O)Cn2c3[n+](c4ccc(C(F)(F)F)cc42)CCCCC3)c1	-7.9	98.0	96.0	100.0	94.0	4	9	-51.8	100.0	96.0	25.4
S=C(NCCN1CCCCC1)Nc1ccccc1	-26.4	96.0	95.0	98.0	98.0	11	27	-62.9	100.0	97.0	-6.4
Cc1occc1-c1nnc(SCC(=O)NC(C)(C)C)n1C(C)c1ccccc1 (stereo not given)	·	99.0	102.0	101.0	101.0	12	44	-25.5	100.0	103.0	7.2
CCOC(=O)C/C(C)=N\Nc1ccc([N+](=O)[O-])cc1[N+](=O)[O-]	·	95.0	97.0	97.0	98.0	5	24	8.0	100.0	99.0	16.1
COc1ccccc1OCC(=O)c1[nH]c(C)c(C(C)=O)c1C	·	100.0	100.0	103.0	103.0	7	22	-4.8	106.0	101.0	27.1
Cc1cc(C)c(S(=O)(=O)N2CCCC2=O)c(C)c1	-8.1	96.0	98.0	99.0	99.0	10	11	-10.6	102.0	100.0	4.0
CCOc1ccccc1C(=O)N(C)Cc1cc2cc(OC)ccc2[nH]c1=O	·	100.0	102.0	103.0	101.0	6	20	20.9	103.0	101.0	-6.3
O=[N+]([O-])c1ccc(NCCCNS(=O)(=O)c2ccccc2)c(Cl)c1	-1.8	97.0	99.0	98.0	96.0	9	7	-5.7	104.0	96.0	45.1
O=S(=O)(c1cccc(F)c1)N1CCN(C(=S)NCc2ccccc2)CC1	·	96.0	99.0	98.0	96.0	11	12	-47.7	100.0	93.0	4.2
Cn1c(SCC(=O)NCC2CCCO2)nnc1-c1c[nH]c2ccccc12 (stereo not given)	·	100.0	102.0	103.0	101.0	8	24	-11.4	108.0	100.0	-7.7
CCS(=O)(=O)N1CCC(C(=O)NCc2ccc3c(c2)OCO3)CC1	-24.1	96.0	97.0	100.0	98.0	10	13	-5.4	102.0	96.0	5.5
O=C1CN(c2nc(-c3cccs3)nc3sc4c(c23)CCCC4)CCN1	-3.5	93.0	95.0	93.0	94.0	10	14	-21.2	95.0	101.0	35.6
O=C(CCN1C(=O)c2ccccc2C1=O)N1CCN(Cc2ccccc2)CC1	4.7	99.0	102.0	100.0	100.0	8	18	-11.9	102.0	104.0	6.3
COc1ccc2[nH]c(C)c(CCN3C(=O)C4CC=CCC4C3=O)c2c1 (stereo not given)	·	97.0	100.0	100.0	101.0	6	18	-42.3	101.0	100.0	3.0
O=C(Cc1ccccc1)Nc1cccc(NC(=O)c2cccs2)c1	7.5	95.0	96.0	95.0	95.0	12	16	-17.3	97.0	95.0	-2.1

Single records (already shown).
CCOC(=O)N1CCN(CC(O)COCc2ccc(Cl)cc2)CC1 (stereo not given) is listed as Pf gametocyte = -30.7; Rac1 mut GTP = 93.0; HRas wt GTP = 96.0; Cdc42 wt = 95.0; Rab2 wt GTP = 93.0; Avidin fluor = 38; GSH bead fluor = 11; Mcl1-Bid inh = -1.5; Rac1 wt modul = 93.0; Rab7 wt modul = 93.0; Mcl1-Noxa inh = 13.3
CCOC(=O)C/C(C)=N\Nc1ccc([N+](=O)[O-])cc1[N+](=O)[O-] is listed as Pf gametocyte = ·; Rac1 mut GTP = 95.0; HRas wt GTP = 97.0; Cdc42 wt = 97.0; Rab2 wt GTP = 98.0; Avidin fluor = 5; GSH bead fluor = 24; Mcl1-Bid inh = 8.0; Rac1 wt modul = 100.0; Rab7 wt modul = 99.0; Mcl1-Noxa inh = 16.1
